Anthrax LF inh2: anthrax lethal factor protease inhibition; P15917; multiplex microsphere protease cleavage assay, LF; inhibition, % at 10 µM; 360,000 tested, 0.12% active; AID 588501; note: plate controls were buffer without enzyme for full effect and enzyme alone for no effect
BoNT-A LC inh2: BoNT A light chain protease inhibition. inhibition, % at 10 µM. 360,000 tested, 0.17% active. multiplex microsphere protease substrate cleavage, flow cytometry; note: plate controls were buffer without enzyme for full effect and enzyme alone for no effect
BoNT-F LC inh: inhibitors of Botulinum neurotoxin F light chain protease; inhibition, % at 10 µM; Multiplex microsphere protease cleavage assay, flow cytometry; 360,000 tested, 0.22% active; in the data active = inhibition above about 35%, passing the limit was not always enough; inconclusive = no clear call, values can overlap the other calls; note: plate controls were buffer without enzyme for full effect and enzyme alone for no effect
MazF activator: increases E. coli MazEF RNase cleavage of RNA; AID 504720; P0AE70; activation, % at 20 µM; 350,000 tested, 0.32% active; FAM/BHQ RNA-DNA oligo cleavage fluorescence, 5 h; in the data active = activation above about 50%
Target sequence (P0AE70 whole entry, looked up): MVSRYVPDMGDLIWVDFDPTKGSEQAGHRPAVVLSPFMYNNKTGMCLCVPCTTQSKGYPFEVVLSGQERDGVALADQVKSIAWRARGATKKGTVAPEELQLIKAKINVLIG
Rv3671c inh: inhibits the M. tuberculosis serine protease Rv3671c | P9WHR9 | inhibition, % at 5.96 µM | 320,000 tested, 0.048% active; in the data active = inhibition above about 38%;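 note: extracellular domain of Rv3671c used as enzyme; 0% = enzyme with DMSO and 100% = no enzyme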
Target sequence (P9WHR9 whole entry, looked up, the tested form may be a part): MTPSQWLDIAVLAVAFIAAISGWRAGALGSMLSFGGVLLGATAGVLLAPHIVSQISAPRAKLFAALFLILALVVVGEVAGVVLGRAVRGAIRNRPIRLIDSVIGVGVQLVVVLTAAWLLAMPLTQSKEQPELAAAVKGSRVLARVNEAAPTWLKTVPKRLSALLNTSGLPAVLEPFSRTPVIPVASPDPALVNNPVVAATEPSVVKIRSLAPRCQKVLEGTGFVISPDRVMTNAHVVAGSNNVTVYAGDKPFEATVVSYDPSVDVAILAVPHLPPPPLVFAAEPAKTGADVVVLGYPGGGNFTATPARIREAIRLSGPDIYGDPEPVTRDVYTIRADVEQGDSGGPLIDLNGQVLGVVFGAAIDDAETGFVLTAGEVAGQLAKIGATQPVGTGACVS
CCHFV vOTU inh: blocks the CCHF virus ovarian tumor domain protease. AID 651958. inhibition, % at 11.5 µM. 370,000 tested, 0.55% active. CCHFV vOTU protease, Pep-AMC fluorescence; in the data active = inhibition above about 30%; note: 0% = vehicle wells with enzyme and 100% = no enzyme wells
PrPC surface inh: cell surface PrPC inhibition, primary TR-FRET screen; P04156; TR-FRET read-out; inhibition, % at 13.8 µM; 370,000 tested, 0.43% active; in the data active = inhibition above about 24%; note: 0% = median of the test wells and 100% = reference compound wells
VHR inh abs: blocks human VHR1 dual specificity phosphatase. P51452. recombinant VHR phosphatase, pNPP absorbance. inhibition, % at 13.3 µM. 290,000 tested, 0.52% active. AID 1654; in the data active = inhibition above about 50%; note: some compounds called inactive have numbers as strong as hits
Target sequence (P51452 whole entry, looked up): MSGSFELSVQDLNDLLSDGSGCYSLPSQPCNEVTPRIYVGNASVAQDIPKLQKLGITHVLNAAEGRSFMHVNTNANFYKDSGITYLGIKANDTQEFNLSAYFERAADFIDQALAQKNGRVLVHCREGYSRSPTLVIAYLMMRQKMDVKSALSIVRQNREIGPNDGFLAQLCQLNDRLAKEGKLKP
SARS 3CLpro inh: SARS-CoV 3CLpro protease inhibition; P0C6X7; recombinant SARS-CoV 3CLpro, quenched FRET peptide cleavage; inhibition, % at 6 µM; 290,000 tested, 0.14% active; AID 1706; in the data active = inhibition above about 12%
SSB-PriA inh: K. pneumoniae PriA-SSBct interaction inhibition | AlphaScreen SSBct-PriA binding, biotinylated peptide | inhibition, % at 33 µM | 430,000 tested, 0.6% active | AID 1272365; in the data active = inhibition mostly above about 37%, no sharp cut-off; inactive = mostly below about 20%;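 note: plate controls were negative control peptide for no effect and reference peptide for full effect; strong numbers were not always called active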
The depositor's hits bear a star; ? = inconclusive; . = not tested or not shown. Cut-off read from the data, not from the text of the source, unless noted: active = inhibition above about 30%; inconclusive = no clear call, values can overlap the other calls; inactive = below that.

SMILES	Anthrax LF inh2	BoNT-A LC inh2	BoNT-F LC inh	MazF activator	Rv3671c inh	CCHFV vOTU inh	PrPC surface inh	VHR inh abs	SARS 3CLpro inh	SSB-PriA inh
COCC(C)n1c(SCc2ccc(C(=O)OC)cc2)nc2ccccc2c1=O (centres undefined)	0	0.7	-2	-8	-5	6	4	36	-4	-24
O=C(CCc1nnc(-c2ccccc2)o1)NCc1c(F)cccc1F	-1	0.4	4	-7	-9	-4	-4	11	-4	-6
COCC(C)NC(=O)c1ccc(CN2CCc3ccccc3C2)cc1 (centres undefined)	-1	-0.1	-2	8	0	-6	2	-17	-3	-1
COc1ccc(-c2csc(Nc3ccc(S(=O)(=O)Nc4cc(C)on4)cc3)n2)cc1	2	-0.4	0	-8	7	24	10	19	12	11
COc1cccc(NC(=O)[C@@H]2CCCN2C(=O)C2CCN(S(=O)(=O)c3ccc(C)cc3)CC2)c1	-5	0.6	-8	5	-2	8	14	22	-6	-7
N#CCCCCN1c2cccc3cccc(c23)S1(=O)=O	-3	-0.8	8	2	-5	-10	-12	24	-5	-28
O=C(O)Cc1ccc(C(=O)c2ccc(F)cc2)s1	-3	-0.3	-10	-1	1	11	-11	11	-4	-15
CCc1ccc(NC(=O)N2CCc3ccccc3C2)cc1	0	2.8	0	5	.	6	7	23	2	-12
O=C(Nc1ccn(Cc2ccccc2)n1)c1ccc2c(c1)OCO2	1	0.0	0	-3	5	4	-6	36	4	-13
CC(=O)Nc1cc(-c2cccnc2)cn2c(-c3cccc(C(F)(F)F)c3)cnc12	-5	0.3	-5	.	.	6	3	.	.	.
CCCOC(=O)C1=C(C)NC(=O)NC1c1cccc2ccccc12 (centres undefined)	4	0.1	-5	5	.	-7	10	8	-1	23
CSC1(SC2=NCCN2)SC2(NCCN2)S1	-3	0.3	-5	7	.	8	-5	.	.	-12
O=C1NCCN(Cc2ccc(Cl)c(F)c2)C1CC(=O)N1CCCO1 (centres undefined)	-1	0.1	-4	-2	-6	-10	0	25	3	5
CCCn1cnc2cc(NC(=O)c3ccco3)ccc21	-2	-1.4	1	3	6	-4	-7	37	3	-6
COc1ccc(-c2cc(-c3ccc(OC)cc3)c(C#N)c(SC)n2)cc1	1	1.9	15	-4	6	2	-3	18	-6	-26
COc1ccc(C(=O)NN/C(=N/S(=O)(=O)c2ccc(C)cc2)c2ccccc2)cc1	-3	-0.8	15	2	4	7	-1	-7	-1	.
COc1ccc(S(=O)(=O)N2CCOCC2)cc1NC(=O)c1ccc2c(c1)OCCO2	-1	0.1	6	-1	8	-2	-2	24	2	-1
COc1ccccc1CSc1nc2c(c(=O)n(C)c(=O)n2C)n1C	5	1.5	1	-1	.	-13	0	-4	1	-6
COc1ccc(CN(C)CC(=O)Nc2ccc(N3CCOCC3)cc2)cc1OC	4	4.7	2	1	-1	4	0	-10	-1	-10
C=CCn1c(SCC#N)nc2ccccc2c1=O	2	0.1	9	2	-6	17	2	3	1	-7
O=C(Nc1ccc2c(c1)C(=O)OC2)c1ccc(Cl)cc1Cl	2	0.9	0	23	-2	-11	7	-2	3	-4
CC(=O)c1sc(-c2ccccc2)cc1NS(=O)(=O)c1ccc(C)cc1	.	.	.	-2	-2	0	6	20	-3	-9
CCOc1ccc(NC(=S)N2CCC(c3ccc(C)cc3)C2)cc1 (centres undefined)	-3	2.5	6	19	-4	17	-6	2	0	1
CCN(CC)C(=O)c1ccc(NS(=O)(=O)c2ccc(/C=C/C(=O)O)cc2)cc1	-2	-0.2	1	-4	-5	4	-1	16	-4	-1
CC(C)C(=O)Nc1ccc2c(c1)oc1ccccc12	4	0.7	?	-6	0	0	7	0	-1	-4
CC(CN1CCN(C)CC1)OC(=O)c1ccc(F)cc1 (centres undefined)	-4	-0.1	-4	0	5	-15	-6	16	-4	-1
Cc1oc2cc3oc(=O)c4c(c3cc2c1C)CCC4	-7	-0.1	-3	-8	-2	-4	2	20	-3	-5
Cc1cc(C)n2nc(CNS(=O)(=O)c3ccc(F)c(C)c3)nc2n1	-9	-0.3	-10	9	1	0	1	6	1	-11
O=C(c1ccc(Cn2cc(Cl)cn2)o1)N1CCN(Cc2ccc3c(c2)OCO3)CC1	-6	0.0	4	-9	4	.	.	-9	-5	2
N#Cc1c(-c2ccccc2)cc(-c2ccccc2)nc1SCC(=O)O	2	-4.1	-6	-11	2	8	4	44	8	-4
CCCN(C(=O)CSc1n[nH]c(-c2ccc(OC)cc2)n1)c1c(N)n(Cc2ccccc2)c(=O)[nH]c1=O	7	9.5	9	9	5	-4	0	.	.	1
Cc1ccnc(NC(=O)CCC(=O)c2cc(C)sc2C)c1	-6	-4.1	-13	-19	7	-2	-5	.	.	-6
CN1CCC(N2CCN(C3CN(Cc4cn(Cc5ccc(F)cc5)nn4)S(=O)(=O)C3)CC2)CC1 (centres undefined)	-6	-0.3	-2	.	.	11	-2	.	.	.
CCCC(=O)Nc1nc2ccc(C(=O)OCC)cc2s1	-2	-0.3	-11	9	4	-7	5	2	0	-15
COc1ccccc1CCC(=O)NC1CCCN(c2ccc(C(F)(F)F)cn2)C1 (centres undefined)	2	0.6	-1	3	-1	3	3	7	0	3
COc1ccc(C=O)cc1COc1c(F)c(F)cc(F)c1F	-1	-1.9	-3	-6	0	6	2	-10	3	-35
COc1ccc(CC(=O)Nc2ccc(C(=O)NC(C)(C)C)cc2)cc1	1	-0.4	-4	-47	0	16	-3	7	4	-3
CCCCNC(=O)C1(C)CCCCN1C(=O)c1cc(-c2ccccc2)cs1 (centres undefined)	0	0.1	-2	.	.	10	2	.	.	.
c1ccc(NC2=NCCN2CC2CCCCC2)cc1	-6	0.5	-2	6	8	-4	-2	.	.	-14
CC1(C)NC(=O)N(CN2C(=O)NC(C)(C)C2=O)C1=O	-14	0.1	0	7	0	9	0	-2	-8	-25
COc1ccc(S(=O)(=O)N(CC(=O)NCc2ccccn2)Cc2ccccc2)cc1	10	-0.3	12	10	3	5	-3	30	5	-12
COC(=O)NCc1cc2cc(Cl)ccc2[nH]1	0	-0.9	-4	-3	-6	0	-1	-23	0	-5
O=c1c(-c2ccc(O)cc2)coc2cc(OC3OC(CO)C(O)C(O)C3O)cc(O)c12 (centres undefined)	-4	-0.4	3	8	0	16	-4	9	1	-2
O=C(c1cccc(F)c1)N1CCN(C2CCCCC2)CC1	0	0.2	-1	-3	3	-7	2	12	-5	-3
COc1ccc(OCC(O)CNCc2ccco2)cc1 (centres undefined)	0	0.1	-3	3	-6	2	-4	15	-6	-2
CN1C[C@@H]2C[C@@H](c3ccc(C#CC(C)(C)O)s3)N3CCC[C@@]23C1=O	1	-0.2	3	-5	-8	-8	-4	-10	4	-12
Nc1nnc(CC(=O)Nc2ccccc2)s1	-6	0.4	-21	10	13	3	5	20	1	-3
Cc1ccc(C)c(S(=O)(=O)Nc2cc3c4c(c2)CCC(=O)N4CCC3)c1	-7	1.3	-2	2	-5	21	6	.	.	2
O=C(N/N=C/c1ccccc1Cl)c1n[nH]c2c1CCCC2	3	-0.5	-1	7	-5	5	-2	-4	-2	.
Cc1ccc(C2(c3noc(CN4CCC(c5ccncc5)CC4)n3)CCCC2)cc1	-1	0.1	-7	-1	0	18	22	-10	-5	13
Cc1ccc(S(=O)(=O)n2nc(OC(=O)c3cccs3)cc2N)cc1	-10	-0.5	-38	-6	11	18	-5	15	-3	-10
Cc1nc(-c2ccccc2)cc(-c2ccccc2)n1	-10	-2.8	?	-1	-2	0	-3	.	.	-29
CCc1nc2ccc(C(=O)NCCCN3CCCC3=O)cn2c1N(CC)Cc1cccc(Br)c1	0	-0.4	-1	.	.	11	-11	.	.	.
Cc1cccc(-n2nc3c(c2NC(=O)c2ccc(S(=O)(=O)N4CCOCC4)cc2)CSC3)c1C	1	?	0	-3	.	-12	3	-1	-6	-9
CC(C)Cc1ccc(CN2CCCC(NC(=O)Cn3cnnn3)C2)cc1 (centres undefined)	-1	-0.6	-10	-4	-1	1	4	16	1	-12
O=C(NC1CCS(=O)(=O)C1)c1ccc(Br)s1 (centres undefined)	-4	-0.1	3	14	6	-6	-5	.	.	-9
CCCNS(=O)(=O)c1cc(Cl)ccc1OC	0	-1.6	-5	6	-6	9	-3	4	3	-4
COc1ccc(CCN(C)C2CCCN(S(=O)(=O)N(C)C)C2)cc1OC (centres undefined)	.	.	.	0	-7	11	3	.	-3	2
C=CCn1c(SCC(=O)N(CCOC)c2c(N)n(CC(C)C)c(=O)[nH]c2=O)nc2ccccc21	-4	1.0	10	3	-3	-9	1	.	.	32
CC(C)NC(=O)c1ccccc1NC(=O)/C=C/c1ccc([N+](=O)[O-])cc1	-29	20	31	10	16	6	-8	16	-1	-16

Quoted at random: 3 entries already listed, in no set order.
SMILES	Anthrax LF inh2	BoNT-A LC inh2	BoNT-F LC inh	MazF activator	Rv3671c inh	CCHFV vOTU inh	PrPC surface inh	VHR inh abs	SARS 3CLpro inh	SSB-PriA inh
Nc1nnc(CC(=O)Nc2ccccc2)s1	-6	0.4	-21	10	13	3	5	20	1	-3
O=c1c(-c2ccc(O)cc2)coc2cc(OC3OC(CO)C(O)C(O)C3O)cc(O)c12 (centres undefined)	-4	-0.4	3	8	0	16	-4	9	1	-2
Cc1cccc(-n2nc3c(c2NC(=O)c2ccc(S(=O)(=O)N4CCOCC4)cc2)CSC3)c1C	1	?	0	-3	.	-12	3	-1	-6	-9

Next part:
SMILES	Anthrax LF inh2	BoNT-A LC inh2	BoNT-F LC inh	MazF activator	Rv3671c inh	CCHFV vOTU inh	PrPC surface inh	VHR inh abs	SARS 3CLpro inh	SSB-PriA inh
OCc1nc2ccccc2n1CC(O)Cn1ccc2ccccc21 (centres undefined)	-3	-0.6	-6	4	0	0	7	-16	-5	-8
CCOC(=O)N1CCN(C(=O)CCCOc2ccccc2)CC1	-5	0.2	-1	4	0	-15	-2	-9	-4	-1
COc1ccc(C(=O)c2c[nH]c(C(=O)NCCCN3CCOCC3)c2)cc1	-4	-0.7	-5	-2	3	-4	-8	31	-1	-10
Cc1cc(C)n(C(=O)CN(C)S(=O)(=O)c2ccc([N+](=O)[O-])cc2)n1	-3	0.9	13	-1	1	-13	-26	.	0	-2
COc1ccc(C(=O)Nc2ccc3c(c2)nc(CCNC(C)=O)n3C)cc1	0	0.3	-2	-7	-10	-6	-5	16	-5	-8
C/C=N\NC(=O)COc1cc(C)ccc1C	0	-0.2	-6	-4	-6	-7	-4	18	4	.
CC(=O)Nc1ccc(NC(=O)CN(c2cccc(C)c2)S(C)(=O)=O)cc1	-2	-0.2	-3	-12	1	-10	-1	16	7	0
COc1cc(NC(=O)CCC(=O)c2cccs2)cc(OC)c1	3	-1.9	3	-4	-6	-5	3	10	-6	3
O=C(c1ccccc1F)N(Cc1ccccc1)Cc1ccccc1	-2	-4.8	?	0	.	23	-9	-8	7	-35
COc1ccc(NC(=O)c2ccccc2Cl)cc1NC(=O)CN1CCOCC1	6	0.8	5	5	4	-5	1	-5	-7	-15
COC(=O)CNC(=O)Cn1nc(C)c([N+](=O)[O-])c1C	1	0.5	-2	5	4	4	-8	5	8	-5
N#Cc1ccccc1Cn1c(=O)n(Cc2ccc(C(=O)NCc3ccco3)cc2)c(=O)c2sccc21	6	-0.3	-6	7	0	3	-4	12	2	-10
CC(NC(=S)Nc1ccccc1Cl)C(c1cccs1)N1CCCC1 (centres undefined)	-1	0.1	0	3	-1	-22	5	2	-5	5
CCOC(=O)c1cc(-c2ccc([N+](=O)[O-])cc2)nc2c1c(=O)[nH]c(=O)n2Cc1ccccc1	-2	0.7	3	9	-11	11	10	-3	0	15

Bioassay records deposited in PubChem by several laboratories.

Not all compounds are listed, so the mix of outcomes need not match the whole.
